LYP phosphatase = inhibitors of LYP phosphatase, biochemical, fluorescence intensity, uHTS (AID 1779); recombinant LYP phosphatase, fluorescence intensity; higher % means a stronger effect; Tyrosine-protein phosphatase non-receptor type 22 (Homo sapiens); 0.054% of 290,000 active; inhibition, % at 11.5 µM; hits with a dose series show IC50 in µM; in the data active means inhibition above about 50%;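 further: plate controls were vehicle with enzyme for no effect and no enzyme for full effect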
Large T inhibition = SV40 large T antigen inhibitors, biochemical (AID 1903); SV40 large T antigen ATPase/helicase inhibition assay; higher % means a stronger effect; inhibition, % at 20 µM; hits with a dose series show IC50 in µM; 0.39% of 310,000 active; in the data active means a potency from the dose series; inconclusive means inhibition mostly from about 32% at the one dose, without a potency; inactive means the rest, 99 in 100 with inhibition below about 32%; further: strong numbers were not always called active
GPR55 antagonists = GPR55 antagonists blocking LPI-driven arrestin recruitment, primary screen, imaging, U2OS, beta-arrestin-GFP, LPI agonist (AID 2013). 0.13% of 290,000 active. G-protein coupled receptor 55 (Homo sapiens). U2OS GPR55 beta-arrestin-GFP translocation imaging, LPI antagonism; higher % means a stronger effect. inhibition, % at 10 µM; hits with a dose series show IC50 in µM;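 active means spots per cell inhibited over 60%, with over 100 cells counted and total cytoplasm intensity under 500,000; inconclusive means wells with under 100 cells, flagged as likely toxic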;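 further: U2OS cells stably carrying GPR55 and arrestin-GFP stimulated by 5 µM LPI near EC80; imaged beta-arrestin-GFP aggregate spots per cell after agonist stimulation; plate controls were LPI-stimulated DMSO wells for no effect and DMSO wells without LPI for full effect; some results filed as inactive read as strong as hits; confirmed hits need IC50 under 10 µM and bright autofluorescent wells are also inconclusive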
NTR1 ag = agonists of NTR1, primary screen, imaging, U2OS cells, beta-arrestin-GFP, high content (AID 493036) | NTR1-U2OS beta-arrestin-GFP spot imaging, agonist mode | activation, % at 20 µM | 0.17% of 330,000 active;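 active means activation at or above 40% of the spot to cytoplasm intensity ratio, with at least 20 cells analyzed; inconclusive means wells under 20 cells, flagged as cytotoxic or low count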;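 further: 0% = DMSO without peptide and 100% = 100 nM NTR1 peptide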
Target sequence (P30989 whole entry, looked up): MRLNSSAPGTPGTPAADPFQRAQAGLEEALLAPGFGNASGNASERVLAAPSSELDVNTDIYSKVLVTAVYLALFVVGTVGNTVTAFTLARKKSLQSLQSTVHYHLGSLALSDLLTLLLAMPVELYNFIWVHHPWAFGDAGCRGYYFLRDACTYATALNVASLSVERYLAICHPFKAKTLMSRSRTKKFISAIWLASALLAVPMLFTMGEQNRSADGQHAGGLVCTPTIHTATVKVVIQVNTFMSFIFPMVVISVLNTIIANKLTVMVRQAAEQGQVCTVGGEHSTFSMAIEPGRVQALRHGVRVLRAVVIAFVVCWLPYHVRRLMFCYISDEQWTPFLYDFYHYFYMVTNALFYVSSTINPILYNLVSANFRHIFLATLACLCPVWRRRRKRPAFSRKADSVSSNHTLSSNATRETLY
GPR35 antagonists = GPR35 antagonists blocking zaprinast-driven arrestin recruitment, primary screen, imaging, U2OS, beta-arrestin-GFP, zaprinast agonist (AID 2058); G-protein coupled receptor 35 (Homo sapiens); U2OS GPR35 beta-arrestin-GFP translocation imaging, zaprinast antagonism; higher % means a stronger effect; one-dose inhibition, % at 10 µM; IC50 in µM for titrated hits; 0.052% of 290,000 active;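 active means inhibition of at least 50% with at least 30 cells and total cytoplasm GFP at most 10,000,000; inconclusive means under 30 cells or total GFP of 10,000,000 plus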
GPR55 beta-arrestin = GPR55 agonists via beta-arrestin recruitment, primary screen, imaging, U2OS cells, beta-arrestin-GFP redistribution (AID 1961). U2OS GPR55 beta-arrestin-GFP redistribution imaging; higher % means a stronger effect. G-protein coupled receptor 55 (Homo sapiens). activation, % at 10 µM; hits with a dose series show EC50 in µM. 0.048% of 290,000 active;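 active means activation above 40% with more than 50 cells counted in the well; inconclusive means wells holding fewer than 50 cells, flagged as toxic or sparse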;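 further: U2OS osteosarcoma cells stably expressing GPR55 and beta-arrestin-GFP; plate controls were DMSO negative control for no effect and LPI positive control for full effect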
Lipid droplet = inhibitors of hepatocyte lipid droplet formation, primary screen, imaging, high-throughput imaging, BODIPY stain | AML12 mouse hepatocytes, oleate lipid droplets | inhibition, % at 6.5 µM | 0.4% of 240,000 active | AID 1656, 2009;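 active means lipid droplet intensity inhibited by at least 50%, with more than 500 cells counted; inconclusive means wells with under 300 cells, treated as cytotoxic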
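Assay system: AML12 hepatocytes (mouse); Probe or stimulus: oleic acid at 100 µM to induce lipid droplet formation; Dosing: compound at 6.5 µM only; Schedule: compound with oleate, overnight; Detection: fluorescence imaging, 20x objective, two fields per well; Measure: % inhibition of lipid droplet signal.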
Rac1 GTP hydrolysis = MgcRacGAP GTPase-activating activity inhibitors, confirmation, biochemical, ADP Hunter fluorescence. MgcRacGAP-stimulated Rac1 GTP hydrolysis, ADP Hunter fluorescence; higher % means a stronger effect; GST-tagged Rac1 F28L mutant substrate. one-dose inhibition, % at 30 µM; IC50 in µM for titrated hits. 0.6% of 340,000 active. AID 624330, 2012;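 active means first-screen hits whose inhibition reached a set limit at any dose in the follow-up dose series; inconclusive means inhibition above the set first-screen limit but never retested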;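 further: fluorescence reports GDP produced by GAP-driven GTP hydrolysis; strong numbers were not always called active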
T cell modulator = modulators of CD8 T cell-vesicle binding, primary screen, mouse 2C CD8+ T cells, flow cytometry; 2C CD8+ T cell-vesicle binding; active compounds read low; calls only at 7 µM; 0.068% of 330,000 active; AID 2052, 2009;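 active means response, share of CD8 T cells binding vesicles, and their 90th percentile fluorescence all below set limits, cut at about 80% in these data, passing the limit was not always enough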
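Read-out – percent CD8+ FL2 mean versus row control · System – murine 2C transgenic CD8+ T lymphocytes · Times – 1.5 h cell–vesicle binding at 37 °C, then 20 min icy labelling · Control set – naked vesicles low, QL9 vesicles with vehicle high · Detection – cytometric PE anti-B7-1 and Alexa647 anti-CD8 signals after 1% paraformaldehyde fixation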
Lipid droplet cells 6.5 µM = recorded beside Lipid droplet, whose call it bears; cell count; measured here: cell count, cytotoxicity flag;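 cells counted across two imaged fields per well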
T cell modulator vesicle-bound % = also measured in T cell modulator; calls as there; double positive events, %; measured here: CD8+ vesicle-bound cell fraction;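 binding gate set so that unloaded-vesicle control wells show 10% double positive cells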
NTR1 ag cell count 20 µM = second read-out of NTR1 ag, no call of its own (marks repeat the call); cell count; measured here: cell count, cytotoxicity flag
* = called active by the depositor; i = inactive; ? = inconclusive; . = no result given.

SMILES	LYP phosphatase	Large T inhibition	GPR55 antagonists	NTR1 ag	NTR1 ag cell count 20 µM	GPR35 antagonists	GPR55 beta-arrestin	Lipid droplet	Lipid droplet cells 6.5 µM	Rac1 GTP hydrolysis	T cell modulator	T cell modulator vesicle-bound %
O=C(O)c1ccccc1C(=O)Nc1ccc(S(=O)(=O)NC2CCCCC2)cc1	-1%	10%	13%	-0.6	41	0%	0.1%	.	.	8%	i	47
Cc1cc(C)cc(NC(=O)C2C3C=CC4(O3)C2C(=O)N(CCCN2CCCCC2)C4C(=O)NC2CCCCC2)c1 (centres undefined)	-14%	8%	18%	0.1	41	9%	-0.1%	4	778	11%	i	51
COc1cc(NC(=O)Cn2ccsc2=N)c(C)cc1[N+](=O)[O-]	1%	15%	7%	-0.5	38	5%	-0.3%	-32	706	6%	i	27
COc1ccc(C)c2sc(N(CCCN(C)C)C(=O)c3ccc4c(c3)OCCO4)nc12	.	11%	.	1.8	58	.	.	.	.	6%	i	25
CN(C)CCN(C(=O)c1cccc2ccccc12)c1nc2cc3c(cc2s1)OCO3	-4%	1%	8%	7.4	49	0%	-0.1%	1	819	10%	i	65
CC1CC(c2ccccc2)n2nc(NC(=O)c3ccco3)nc2N1 (centres undefined)	0%	10%	0%	-2.7	47	-7%	-0.1%	0	680	6%	i	32
CSc1ncc(CO)n1Cc1ccccc1	2%	-4%	8%	-0.1	53	4%	0.4%	-2	664	6%	i	59
O=C(Nc1nccs1)C1CC(=O)N(c2ccccc2)C1 (centres undefined)	-8%	9%	7%	-0.9	47	5%	0.0%	-6	831	3%	i	48
CCCCCC(=O)Nc1cc(N(C)C)nc2ccccc12	-6%	6%	-6%	1.9	75	-9%	0.0%	-29	727	10%	i	20
Cn1c2ccccc2c2cc(/C=N/NC(=O)c3cc(O)ccc3O)ccc21	-3%	17%	-7%	8.9	58	1%	-0.1%	9	803	19%	i	23
CC(C)OCCCNC(=O)CN1C(=O)CC(C)(C)S(=O)(=O)c2ccccc21	-8%	20%	-6%	-0.9	50	-4%	-0.1%	.	.	-2%	i	60
N#C/C(=C\c1ccccc1)C(=O)NCCN1CCOCC1	-7%	10%	-2%	1.1	58	-6%	-0.3%	1	658	7%	i	23
CCc1nccn1CCC(=O)N1CCCC(N2CCN(c3ccccc3F)CC2)C1 (centres undefined)	-7%	9%	5%	1.2	57	-3%	0.5%	6	821	5%	i	5
CC(Sc1nc(N)c(NC(=O)c2ccc(Br)o2)c(=O)[nH]1)C(=O)O (centres undefined)	-4%	31%	6%	1.0	65	-10%	-0.2%	6	648	3%	i	57
CC(=O)c1sc(NC(=O)COc2ccc([N+](=O)[O-])cc2)nc1C	-7%	25%	-2%	0.3	43	12%	0.2%	-8	673	12%	i	20
CC1Cc2ccccc2N1C(=S)Nc1ccc(S(N)(=O)=O)cc1 (centres undefined)	-9%	8%	9%	0.7	59	-9%	-0.3%	6	748	11%	i	35
Cc1ccc2[nH]c(-c3ccccc3)cc(=O)c2c1	-8%	5%	-2%	-5.9	96	3%	0.3%	.	.	6%	i	18
COc1ccc(-c2noc(CSc3nnc(Cc4ccccc4)n3-c3ccc(Cl)cc3)n2)cc1	5%	14%	-12%	5.7	44	-3%	-0.1%	.	.	2%	i	46
CC(=O)c1sc(Nc2nc(C)cc(C)n2)nc1C	-1%	6%	-4%	-1.5	84	1%	0.3%	7	730	9%	i	14
O=C(NC(=S)NNC(=O)c1ccccc1O)c1ccc(F)cc1	-3%	17%	-8%	-0.4	40	-8%	-0.1%	2	815	16%	i	62

Overlap with the part before: 3 compounds, then new ones.
SMILES	LYP phosphatase	Large T inhibition	GPR55 antagonists	NTR1 ag	NTR1 ag cell count 20 µM	GPR35 antagonists	GPR55 beta-arrestin	Lipid droplet	Lipid droplet cells 6.5 µM	Rac1 GTP hydrolysis	T cell modulator	T cell modulator vesicle-bound %
COc1ccc(-c2noc(CSc3nnc(Cc4ccccc4)n3-c3ccc(Cl)cc3)n2)cc1	5%	14%	-12%	5.7	44	-3%	-0.1%	.	.	2%	i	46
CC(=O)c1sc(Nc2nc(C)cc(C)n2)nc1C	-1%	6%	-4%	-1.5	84	1%	0.3%	7	730	9%	i	14
O=C(NC(=S)NNC(=O)c1ccccc1O)c1ccc(F)cc1	-3%	17%	-8%	-0.4	40	-8%	-0.1%	2	815	16%	i	62
CCc1ccc(-n2c(Cn3nc(C(F)(F)F)cc3C)n[nH]c2=S)cc1	-4%	8%	-1%	-0.4	66	4%	0.0%	.	.	6%	i	36
COc1cc2c(cc1OC)CN(C(=O)C1CCN(S(=O)(=O)c3ccccc3F)CC1)CC2	3%	11%	2%	2.3	47	1%	-0.1%	-1	730	-6%	i	23
CCON1C(=O)CN(C(=O)OC)C1c1ccc(Cl)cc1Cl (centres undefined)	-4%	20%	-2%	-1.2	91	-9%	0.5%	2	714	8%	i	39
COC(=O)c1ccccc1NC(=O)c1ccccc1N(C)S(=O)(=O)c1ccccc1	4%	20%	-2%	2.7	70	-2%	-0.1%	7	601	2%	i	5
CC1CCN(c2c(NCC3CCC(C(=O)N4CCCCC4)CC3)c(=O)c2=O)CC1 (centres undefined)	-4%	8%	-2%	-2.3	45	-7%	-0.1%	.	.	7%	i	34
FC(F)Sc1ccc(-n2c(-c3ccc(Cl)cc3)c[n+]3c2CCC3)cc1	-6%	9%	5%	2.2	50	4%	-0.3%	0	702	18%	i	14
N/C(=N\OC(=O)Oc1ccccc1)c1cccc([N+](=O)[O-])c1	-4%	4%	8%	0.6	75	14%	0.3%	4	585	7%	i	12
COc1ccc(-c2cc(-c3ccccc3)n3ncnc3n2)cc1	-5%	3%	2%	-1.7	101	-3%	-0.1%	.	.	7%	i	52
C(=C\n1nnc2ccccc21)/c1ccccn1	.	19%	.	-2.2	94	.	.	.	.	9%	i	50
O=C(O)c1ccc(OCC(F)(F)F)nc1	-2%	8%	10%	1.0	54	8%	-0.3%	-1	758	-17%	i	32
COc1ccc(OCc2cc(C(=O)NCC3CCCCO3)no2)c(Cl)c1 (centres undefined)	-8%	21%	-22%	0.6	54	-6%	-0.2%	1	761	-12%	i	33
COc1ccc(NC(=S)N(CCN2CCOCC2)Cc2cc3cc4c(cc3[nH]c2=O)OCO4)cc1	0%	-1%	12%	1.0	90	-2%	0.2%	9	685	.	i	41
CN(C)C(=O)c1ccc2c(c1[N+](=O)[O-])C(=O)c1ccccc1C2=O	-8%	2%	19%	0.7	51	-7%	-0.2%	6	582	5%	i	43
O=C(Nc1nccs1)c1ccccc1N=Cc1ccccc1	-9%	8%	-20%	2.5	74	0%	0.0%	.	.	5%	i	55
OCC1(Cc2ccc(F)cc2)CCCN(Cc2ccc(F)cc2Cl)C1 (centres undefined)	-10%	-2%	4%	5.0	52	11%	-0.3%	-31	849	13%	i	55
O=C(CCC(=O)NC1CCCCCC1)Nc1nnc(C(F)(F)F)s1	-2%	10%	10%	-0.1	52	-8%	0.0%	-2	720	3%	i	52
O=C(Nc1ccn(-c2ccccc2)n1)c1ccccc1Br	-8%	14%	2%	0.4	94	8%	?	7	597	2%	i	61
Cc1nc2sc(C(c3ccco3)N3CCN(c4ccccc4)CC3)c(O)n2n1 (centres undefined)	-3%	5%	12%	2.6	91	10%	-0.1%	-5	675	2%	i	29
Cc1c(OC(C)C(=O)NCc2ccccn2)ccc2c3c(c(=O)oc12)CCC3 (centres undefined)	-6%	2%	1%	0.3	52	10%	-0.1%	-6	714	15%	i	8
O=C(CNC(=O)c1cccs1)Nc1ccncc1	.	9%	.	0.9	78	.	.	.	.	5%	i	46
CCOc1ccc(Br)cc1S(=O)(=O)Nc1ccc(N2CCOCC2)cc1	-6%	9%	-1%	0.5	83	8%	-0.1%	-13	798	9%	i	10
C=C(C)Cn1c(CCNC(=O)C(C)(C)C)nc2ccccc21	-3%	-5%	9%	-0.6	96	-1%	-0.1%	3	667	-1%	i	38
Cc1cc(C)c2nc(SCC(=O)Nc3cc(C)on3)c(C)cc2c1	-7%	8%	-9%	7.6	51	-1%	0.4%	4	849	4%	i	17

6 entries from above, reformatted.
compound,LYP phosphatase,Large T inhibition,GPR55 antagonists,NTR1 ag,NTR1 ag cell count 20 µM,GPR35 antagonists,GPR55 beta-arrestin,Lipid droplet,Lipid droplet cells 6.5 µM,Rac1 GTP hydrolysis,T cell modulator,T cell modulator vesicle-bound %
N/C(=N\OC(=O)Oc1ccccc1)c1cccc([N+](=O)[O-])c1,-4%,4%,8%,0.6,75,14%,0.3%,4,585,7%,i,12
COc1ccc(C)c2sc(N(CCCN(C)C)C(=O)c3ccc4c(c3)OCCO4)nc12,.,11%,.,1.8,58,.,.,.,.,6%,i,25
Cc1c(OC(C)C(=O)NCc2ccccn2)ccc2c3c(c(=O)oc12)CCC3 (centres undefined),-6%,2%,1%,0.3,52,10%,-0.1%,-6,714,15%,i,8
COc1ccc(NC(=S)N(CCN2CCOCC2)Cc2cc3cc4c(cc3[nH]c2=O)OCO4)cc1,0%,-1%,12%,1.0,90,-2%,0.2%,9,685,.,i,41
COc1ccc(OCc2cc(C(=O)NCC3CCCCO3)no2)c(Cl)c1 (centres undefined),-8%,21%,-22%,0.6,54,-6%,-0.2%,1,761,-12%,i,33
CC1Cc2ccccc2N1C(=S)Nc1ccc(S(N)(=O)=O)cc1 (centres undefined),-9%,8%,9%,0.7,59,-9%,-0.3%,6,748,11%,i,35

Assay outcomes: PubChem BioAssay, several laboratories
